High-throughput results as filed in PubChem.
TGFb SMAD3 inh = inhibitors of TGF-b signaling | HepG2 CAGA-GFP TGF-b/SMAD3 reporter, GFP fluorescence, 18 h; TGF-beta stimulated, 500 pg/mL final | Potency, µM (top dose mostly 46.1 µM), without a hit: top-dose activity, negative = inhibition, actives largely listed as inhibitors | 410,000 compounds, 1.2% hits; further: potency means the concentration at half of the fitted maximal effect; on the % scale 0 is the no-effect control and ±100 the full control effect; nearly all actives have a fitted effect of over 65% in size
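HEPG2 CAGA-GFP, 1000 cells/well; 2 h settle, 37 C; cpd via pin tool; TGF-b 500 pg/mL final; 18 h, 37 C; GFP imaging ex488/em500-530; %Activity normalised to -TGF-b and +DMSO controls; CRC fit, curve class.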
EPAC2 agonist = EPAC2 (human) agonism. Potency, µM (titrated, usually from 154 µM), inactives show at the top dose activation, most hits filed as activators. AID 720711. EPAC2 activation, biochemical qHTS; response scale: 100% = 6.5 mM cAMP response. 360,000 compounds, 0.079% hits; further: potency means the concentration at half of the fitted maximal effect; nearly all actives have a fitted effect of over 50% in size
Target sequence (Q8WZA2 whole entry, looked up): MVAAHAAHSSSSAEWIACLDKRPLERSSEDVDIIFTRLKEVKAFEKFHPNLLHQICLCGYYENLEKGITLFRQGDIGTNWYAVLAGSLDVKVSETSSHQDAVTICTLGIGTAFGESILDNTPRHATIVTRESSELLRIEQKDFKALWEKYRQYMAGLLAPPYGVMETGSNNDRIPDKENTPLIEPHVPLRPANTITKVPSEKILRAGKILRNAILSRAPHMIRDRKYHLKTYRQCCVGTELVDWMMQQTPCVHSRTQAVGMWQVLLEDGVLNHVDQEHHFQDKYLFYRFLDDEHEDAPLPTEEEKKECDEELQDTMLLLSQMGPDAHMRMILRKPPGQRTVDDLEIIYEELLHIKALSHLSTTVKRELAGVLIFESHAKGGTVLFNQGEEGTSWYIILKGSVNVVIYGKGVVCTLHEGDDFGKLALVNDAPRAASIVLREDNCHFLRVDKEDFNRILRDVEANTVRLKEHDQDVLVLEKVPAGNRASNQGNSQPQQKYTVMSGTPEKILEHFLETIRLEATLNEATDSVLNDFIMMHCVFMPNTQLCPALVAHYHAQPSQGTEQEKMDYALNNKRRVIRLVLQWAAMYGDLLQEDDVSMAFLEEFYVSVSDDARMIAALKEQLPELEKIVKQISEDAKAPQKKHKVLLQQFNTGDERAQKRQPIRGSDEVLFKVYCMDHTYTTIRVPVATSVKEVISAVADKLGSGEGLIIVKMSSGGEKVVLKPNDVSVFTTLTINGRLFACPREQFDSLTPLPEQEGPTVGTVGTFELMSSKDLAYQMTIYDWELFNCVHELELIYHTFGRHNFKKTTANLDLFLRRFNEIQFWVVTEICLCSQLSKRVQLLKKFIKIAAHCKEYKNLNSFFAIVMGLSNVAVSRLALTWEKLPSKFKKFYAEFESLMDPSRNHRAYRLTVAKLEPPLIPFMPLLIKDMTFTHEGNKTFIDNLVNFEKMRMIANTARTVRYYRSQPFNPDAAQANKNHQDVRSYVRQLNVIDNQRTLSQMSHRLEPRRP
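Fluorescence exchange assay: 100 nM EPAC2 with 250 nM RAP1B-BODIPY-GDP and 50 uM GDP; compounds tested as a concentration-titration series (qHTS). Loss of Rap1-bound BODIPY-GDP fluorescence read at 480/540 nm; data normalized to 6.5 mM cAMP.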
Akt phos inh = Akt phosphorylation inhibition | 360,000 compounds, 0.32% hits | activity change, % for hits at 50 µM | Neuro2A IGF-stimulated pAkt S473 HTRF, 20 min; stronger effect = lower value | AID 651550; in the data active means activity change below about -80%; inconclusive means mostly about -51% to -80%; further: on the % scale 0 is the no-effect control and ±100 the full control effect
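Neuro2A cells in DMEM with 0.5% FBS, overnight at 37 deg C, given compound at single 50 µM final, then IGF (6 nM final) for 20 min at 37 deg C. Lysed; phospho-Akt Ser473 by HTRF after 24 h, 665/615 ratio.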
MmCpn inh = M. maripaludis TRiC chaperonin inhibition. Potency, µM (titrated, usually from 76.9 µM), inactives show at the highest dose activity, negative = inhibition, most hits filed as inhibitors. 330,000 compounds, 0.031% hits. purified Mm-Cpn ATPase, ADP Transcreener TR-FRET; further: potency means the concentration at half of the fitted maximal effect; on the % scale 0 is the no-effect control and ±100 the full control effect; nearly all actives have a fitted effect of over 80% in size
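Measured: ADP formation by purified Mm-CPN. Conditions: 25 nM protein, 10 uM ATP, Tris pH 7.4 with Mg2+, K+ and DTT, 37°C for 30 min. Detection: Transcreener HTRF after 30 min at room temperature.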
A549 tox = A549 cytotoxicity, counter-screen for Nrf2 inhibitors; AID 504648; 390,000 compounds, 0.16% hits; A549 ARE-Fluc cells, CellTiter-Fluor viability, 18-24 h; Potency, µM (series often up to 46 µM), without a hit: at the highest dose activity change, negative = cytotoxicity, actives largely listed as inhibitors; further: potency means the concentration at half of the fitted maximal effect; on the % scale 0 is the no-effect control and ±100 the full control effect
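A549 ARE-Fluc cells in 5% FBS OPTI-MEM, 5000 cells/well, rested 2 h then exposed to compounds in concentration-response for 18-24 h at 37 °C. Viability by CellTiter-Fluor fluorescence (Ex 405/Em 525) after 30 min; luciferase luminescence (BugLite, 15 min, RT) read afterwards.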
Nrf2 ARE act = activators of Nrf2 (ARE) signaling; AREc32 ARE-luciferase reporter (MCF7-derived line), luminescence, 24 h; Potency, µM (doses to about 46.1 µM), without a hit: at the top dose activation, usual class: activators; 410,000 compounds, 0.31% hits; AID 624171; further: potency means the concentration at half of the fitted maximal effect; % of control where 0% means no effect; nearly all actives have a fitted effect of over 65% in size
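Steps: seed AREc32_Fluc cells (1000/well, 5% FBS OPTI-MEM); incubate overnight at 37 deg C; add 23 nL compound; incubate 24 hr; add Steady-Glo; hold 30 min RT; read luminescence.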
Nrf2 block = blocks Nrf2 signaling; 360,000 compounds, 2.1% hits; AID 504444; A549 ARE-Fluc reporter, luciferase luminescence, 18-24 h; Potency, µM (highest dose often 46 µM), inactives show at the highest dose activity change, negative = inhibition, most hits filed as inhibitors; further: potency means the concentration at half of the fitted maximal effect; on the % scale 0 is the no-effect control and ±100 the full control effect; nearly all actives have a fitted effect of over 60% in size
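A549 ARE_Fluc cells (5000/well, 5% FBS OPTI-MEM) pre-incubated 2 h, then treated with compounds 18-24 h at 37C/5% CO2 in concentration-response. CellTiter-Fluor viability read first; BugLite luciferase luminescence after 15 min at room temperature gives Nrf2 activity.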
CCT chaperon mod = modulators of cytosolic chaperonin (CCT/TRiC) activity; purified chaperonin ATPase assay, HTRF ADP detection, 30 min; activity change, % (concentration not given with the values), hits read low; 360,000 compounds, 0.3% hits; AID 651819; in the data active means activity change below about -30%; further: on the % scale 0 is the no-effect control and ±100 the full control effect
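TRiC at 40 or 20 nM final (batch-dependent) in 30 mM Tris pH 7.4, 100 mM KCl, 5 mM MgCl2, 1 mM DTT, with compound at single 76 uM and 10 uM ATP, 30 min at 37 deg C. ADP detected by HTRF Transcreener, 665/615 ratio.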
EPAC2 antagonist = antagonists of human EPAC2; Q8WZA2; Potency, µM (highest dose often 114 µM), without a hit: top-dose activity, negative = inhibition, hits mostly inhibitors; EPAC2 GEF exchange of Rap1B-BODIPY-GDP, fluorescence; 360,000 compounds, 0.18% hits; further: potency means the concentration at half of the fitted maximal effect; on the % scale 0 is the no-effect control and ±100 the full control effect; nearly all actives have a fitted effect of over 45% in size; many of its hits are not listed in these tables
* hit, by the source's call; i = inactive; ? = inconclusive; . = not tested or not shown; & = joins results of further samples. Unless noted, the call rests on the fitted dose curve; in most records, active means well fitted curve in the direction sought with a large enough effect; inconclusive means small, poorly fitted or top-dose-only effect, or another doubt; inactive means no such curve, though single readings can be large; an effect the other way counts as inactive or inconclusive. These rows are one share of the data (hit frequency here may not be typical).

SMILES	TGFb SMAD3 inh	EPAC2 agonist	Akt phos inh	MmCpn inh	A549 tox	Nrf2 ARE act	Nrf2 block	CCT chaperon mod	EPAC2 antagonist
CCCNC(=O)c1cc2c(C(F)(F)F)nn(C)c2s1	-16%	2%	i	5%	11%	-0.5%	.	-3.8	-5%
CC(C)c1ccc(NC2CCCN(C(=O)c3ccc(Cn4cnnn4)cc3)C2)cc1 (stereo not drawn)	-27%	-7%	i	-2%	-8%	0.1%	?	-1.0	4%
Fc1ccccc1N1CCN(CC2CC3C=CC2C3)CC1 (stereo not drawn)	-4%	2%	i	-4%	4%	-0.6%	5%	-2.3	-4%
CN1C(=O)c2ccccc2C(C(=O)O)C1c1cccc(F)c1 (stereo not drawn)	0%	-4%	i	0%	-3%	-0.9%	5%	0.0	3%
O=C(Nc1ccc(OC(F)(F)F)cc1)C1CCCN(C(=O)c2ccc(Cl)cc2)C1 (stereo not drawn)	?	-7%	i	0%	-11%	-1.0%	?	-1.2	-14%
CCCC(=O)Nc1ccc(Nc2ccccc2)cc1	0%	21%	i	-1%	3%	-0.6%	4%	-2.3	3%
Cc1cc(-c2ccc(S(=O)(=O)Nc3cccc(C(F)(F)F)c3)s2)on1	-2%	.	.	.	-1%	-0.6%	-11%	.	.
O=C(Nc1nnc(S(=O)(=O)N2CCCCCC2)s1)c1ccccc1	-1%&-16%	2%	i	-1%	-7%&1%	2.9%&4.5%	?	1.9	-13%
COc1ccccc1N(CC(=O)Nc1ccccc1C)S(C)(=O)=O	-10%	13%	i	-1%	-13%	0.2%	?	-5.9	-5%
COc1ccc(C(CNC(=O)c2ccc(Cl)c(NC(=O)c3cccs3)c2)N2CCCC2)cc1 (stereo not drawn)	-30%	3%	i	-3%	-4%	?	6%	-1.6	16%
Cc1ccc(Cl)cc1NC(=O)CSc1nncn1-c1ccccn1	-12%	8%	i	-3%	0%	-0.7%	7%	-3.0	1%
CCCC(CCC)C(=O)Nc1cccc(C(=O)O)c1	2%	0%	i	1%	2%	-0.1%	1%	1.4	0%
Cc1ccc(NC(=O)CCC(=O)N/N=C/c2coc3ccccc3c2=O)cc1	-17%	-10%	i	2%	0%	0.2%	?	-0.2	22%
CCn1ncc(C2=NOC(C(=O)Nc3cccc(O)c3)C2)c1C (stereo not drawn)	5%	1%	i	3%	-3%	-0.7%	?	-5.2	9%
COCCNC(=O)C1CC(=O)N(C2CCCCC2)C1 (stereo not drawn)	?	4%	i	?	-4%	-0.9%	4%	-2.3	-4%
Cc1cc(OCC(=O)NCc2ccccn2)c2c(C)c(C)c(=O)oc2c1	3%	5%	i	-4%	11%	0.3%	?	-1.1	-3%
Cn1c(-c2ccc3c(c2)OCO3)cc(=O)c2ccccc21	15%	11%	i	-3%	5%	0.3%	-16%	-0.2	-4%
CCCCCn1c(=N)c(S(=O)(=O)c2ccc(Br)cc2)cc2c(=O)n3cccc(C)c3nc21	-14%	1%	i	-5%	-4%	-0.5%	12%	-1.4	-4%
Cc1cc(C)n(-c2ccc(C(=O)Nc3nnc(C)s3)cc2)n1	9%	5%	i	-1%	-7%	1.9%	?	0.3	8%
O=C(/C=C/c1ccccc1)Nc1nc2n(n1)C(c1ccc(F)cc1)C=C(c1ccccc1)N2 (stereo not drawn)	-2%	.	.	.	14%	14%	27%	.	.

Complete entries, looked up by structure. Values in the order: TGFb SMAD3 inh, EPAC2 agonist, Akt phos inh, MmCpn inh, A549 tox, Nrf2 ARE act, Nrf2 block, CCT chaperon mod, EPAC2 antagonist
CCCCCn1c(=N)c(S(=O)(=O)c2ccc(Br)cc2)cc2c(=O)n3cccc(C)c3nc21 across the screens: -14%, 1%, i, -5%, -4%, -0.5%, 12%, -1.4, -4%
Cc1cc(-c2ccc(S(=O)(=O)Nc3cccc(C(F)(F)F)c3)s2)on1 across the screens: -2%, ., ., ., -1%, -0.6%, -11%, ., .
CCCNC(=O)c1cc2c(C(F)(F)F)nn(C)c2s1 across the screens: -16%, 2%, i, 5%, 11%, -0.5%, ., -3.8, -5%

Remaining list, next part.
SMILES	TGFb SMAD3 inh	EPAC2 agonist	Akt phos inh	MmCpn inh	A549 tox	Nrf2 ARE act	Nrf2 block	CCT chaperon mod	EPAC2 antagonist
CCCn1c(N)c(N(CCOC)C(=O)/C=C/c2cccc(Cl)c2)c(=O)[nH]c1=O	-5%	-3%	i	3%	-3%	0.0%	0%	-1.0	-3%
O=C(NCCCN1CCCCC1)C1(S(=O)(=O)c2ccc(Cl)cc2)CC1	5%	10%	i	2%	-2%	-0.1%	7%	0.0	-2%
C[n+]1ccn(CC(=O)c2cc(C(C)(C)C)c(O)c(C(C)(C)C)c2)c1	-9%	6%	i	-2%	-7%	0.5%	-21%	-0.7	9%
CNS(=O)(=O)c1cc(NC(=O)c2cnc(SC)n2-c2ccccc2)ccc1C	3%	7%	i	0%	-9%	1.7%	-6%	0.6	4%
CCCc1cc(=O)[nH]c(SCC(=O)Nc2nc3ccc(OCC)cc3s2)n1	?	2%	i	-20%	-11%	3.6%	5%	-3.2	2%
c1ccc(-c2cc(-c3ccccc3)[nH]n2)cc1	-2%	15%	i	1%	10%	?	?	-1.6	20%
CC(=O)NC(c1ccccc1)c1nc(-c2cccc(C(F)(F)F)c2)cs1 (stereo not drawn)	2%	-3%	i	.	.	6.4%	.	1.0	13%
COCCNC(=O)C[C@@H]1C[C@H]2c3cc(NC(=O)Nc4ccc(F)cc4)ccc3O[C@H]2[C@H](CO)O1	-3%	4%	i	.	.	-0.5%	.	-1.3	-10%
C=C(C)Cn1c(N2CCCC2)nc2c1c(=O)n(C)c(=O)n2C	13%	3%	i	-15%	1%	-0.3%	-5%	0.4	13%
COc1cc2cc(CN(C(=O)NC3CCCCC3)C3CCCC3)c(=O)[nH]c2cc1OC	7%	-6%	i	-1%	11%	0.4%	19%	-1.0	-5%
Cc1cccc(OCC(O)CN2CC3(C)CC2CC(C)(C)C3)c1 (stereo not drawn)	-1%	1%	i	-3%	-7%	-1.2%	6%	-0.7	1%
CC(C)(C)c1ccc(C(=O)NCCC(=O)N2CCCC2)cc1	15%	11%	i	2%	-3%	-0.2%	?	2.3	5%
CC(C)CN(C(=O)CCCOc1ccc(Cl)cc1Cl)c1c(N)n(Cc2ccccc2)c(=O)[nH]c1=O	?	-13%	i	0%	-18%	4.9%	?	3.0	5%
O=c1cc(NCc2ccc3c(c2)OCO3)[nH]c(=O)n1-c1ccc(Cl)cc1	0%	-7%	i	1%	-12%	0.4%	-30%	-2.4	6%
CC(/C=N/n1c(-c2ccccn2)n[nH]c1=S)=C\c1ccccc1	0%	6%	i	2%	-4%	-0.1%	18%	-0.7	4%
COc1ccc(OC)c(N(CC(=O)N2CCN(c3cc(Cl)ccc3C)CC2)S(C)(=O)=O)c1	-3%	5%	i	-1%	?	1.9%	?	3.2	-25%
O=C1CC(c2ccco2)Cc2nc(Nc3ccc(F)cc3)ncc21 (stereo not drawn)	-5%	-2%	i	2%	3%	3.9%	10%	-1.9	-6%
COc1ccc(NC(=O)C2=C(C)Nc3nc(SC)nn3C2c2cc(OC)ccc2OC)cc1 (stereo not drawn)	-13%	.	.	.	-7%	0.3%	0%	.	.
O=C(CCc1ccccc1)NNC(=O)c1ccccc1Br	-4%	-3%	i	-1%	-1%	-1.2%	-6%	1.2	-3%
COc1ccc(-c2cc(=O)oc3c(C)c(OCC(=O)NCCCn4ccnc4)ccc23)cc1	-10%	6%	i	-1%	1%	3.3%	-11%	-1.2	-9%
O=C(N/N=C/c1ccc(OCC(=O)N2CCCC2)cc1)C(=O)NC1CC1	8%	10%	i	2%	-14%	0.3%	0%	1.1	1%
Cc1ccc(N(C(=O)CCCC(=O)Nc2ccccn2)C(C(=O)NC2CCCC2)c2ccc(O)cc2)cc1C (stereo not drawn)	?	9%	i	0%	?	2.6%	11%	-16	1%
O=C(C/C=N\OCc1c(Cl)cccc1Cl)Oc1ccc(Cl)cc1Cl	-16%	3%	i	1%	-8%	-0.1%	-22%	-0.7	5%
N#C/C(=C\c1ccncc1)c1nc2ccccc2c(=O)[nH]1	13%	2%	i	-2%	2%	4.9%	-6%	1.4	-1%
Cc1ccc(NC(=O)Cc2noc3ccccc23)c(C)c1	0%	6%	i	0%	0%	-0.9%	10%	-4.3	0%
COC(=O)C1(Cc2ccc(O)cc2)OC(=O)C(O)=C1c1ccc(O)cc1 (stereo not drawn)	-9%	3%	i	-3%	-4%	3.9%	0%	-0.7	11%
CCOC(=O)C1CCCN(Cc2ccc(OC)c(OCc3ccccc3)c2)C1 (stereo not drawn)	-22%	9%	i	1%	4%	-0.7%	3%	-0.1	4%
Cc1ccccc1C(=O)NCC(=O)OC(C)C(=O)Nc1ccnn1C(C)C (stereo not drawn)	-30%	3%	i	-2%	0%	2.6%	3%	0.1	10%
CC(C)CCNC(=O)C1c2ccccc2Oc2ccccc21	-19%	-2%	i	-2%	4%	0.2%	-5%	-1.4	-21%
O=C(Nc1ccncc1)c1cc(C2CCCCN2C(=O)CCCc2ccccc2)on1 (stereo not drawn)	-19%	6%	i	.	.	2.2%	.	-0.1	21%
O=C(CNc1ccccc1F)Nc1cccc2ccccc12	-19%	12%	i	-4%	2%	4.5%	1%	-2.8	-5%
CCOC(=O)CSc1nc2cc(C(=O)NCc3ccco3)ccc2c(=O)n1-c1ccc(F)cc1	-2%	0%	i	-2%	-4%	-0.1%	16%	0.8	15%
CCOC(=O)Cn1c2[n+](c3ccccc31)CC(O)CS2 (stereo not drawn)	7%	10%	i	-26%	-3%	-0.7%	-8%	-1.5	8%
